Tau fibril FP: tau fibrillization inhibition (FP). P10636. K18 P301L tau heparin fibrillization, Alexa594 FP, 6 h. Potency, µM (series often up to 57.7 µM), inactives show at the top dose activity, negative = inhibition, most hits filed as inhibitors. 280,000 compounds, 0.39% hits. AID 1468; further: nearly all actives have a fitted effect of over 55% in size
Target sequence (P10636 561-689 P618L limits assumed): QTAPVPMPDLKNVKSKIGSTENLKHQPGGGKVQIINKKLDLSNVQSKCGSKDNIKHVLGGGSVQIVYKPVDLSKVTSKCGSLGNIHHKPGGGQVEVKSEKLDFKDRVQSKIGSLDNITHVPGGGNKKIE
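Steps: dispense K18 P301L tau (15 uM plus 0.24 uM Alexa 594 tracer, final) in pH 7 sodium acetate; add compound; add heparin (20 uM final); incubate 6 hr, 37 C; add ThT (30 uM final); after 1 hr ambient, read FP.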
ALDH1A1 block: ALDH1A1 (human) enzyme inhibition | P00352 | Purified ALDH1A1, NADH fluorescence, propionaldehyde substrate | Potency, µM (top dose mostly 75.3 µM), for the others: at the top dose activity, negative = inhibition, actives largely listed as inhibitors | 220,000 compounds, 7.3% hits | AID 1030; active means well fitted inhibition curve with a large enough effect, not every such curve was filed as active; inconclusive means small, poorly fitted or top-dose-only effect, or another doubt; inactive means no such curve, though single readings can be large or run the other way;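 further: plate controls were no enzyme wells and a reference inhibitor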
Tau ThT inhib: blocks human tau fibril formation measured by thioflavin T; 270,000 compounds, 2.1% hits; recombinant tau K18 P301L, heparin-induced fibrillization, ThT fluorescence; Potency, µM (titrated, usually from 57.4 µM), inactives show at the top dose activity, negative = inhibition, most hits filed as inhibitors; AID 1460; P10636; further: nearly all actives have a fitted effect of over 55% in size
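K18 P301L tau (15 uM + 0.24 uM Alexa 594-tagged), heparin 20 uM, NaOAc pH 7, 6 h 37 C; ThT 30 uM, 1 h RT, ex 450/em 510 nm.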
aGal spleen mod: alpha-galactosidase A (human) modulation | human spleen homogenate, 4MU-alpha-Gal fluorescence, 40 min | 240,000 compounds, 0.008% hits | Potency, µM (series often up to 80 µM), inactives show at the top dose activity change, negative = inhibition, most hits filed as inhibitors;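 further: 0% = enzyme with vehicle and -100% = no enzyme basal signal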
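Human spleen homogenate (1 ug) as enzyme source, 4-methylumbelliferyl-alpha-D-galactopyranoside 1 mM final, citrate/phosphate pH 5.0 with 0.01% Tween-20. Compounds 40 min at 37C, NaOH/glycine stop; fluorescence Ex 365/Em 440, Hill-fit AC50.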
Tau fluor cs: counter-screen for tau fibril formation inhibitors; tau K18 P301L Alexa594 fluorescence, heparin fibrillization; Potency, µM (titrated, usually from 57.7 µM), for inactives: at the top dose activity change, negative = decrease; 280,000 compounds, 0.93% hits; AID 1463; further: nearly all actives have a fitted effect of over 55% in size
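Human tau K18 P301L (15 uM unlabeled, 0.24 uM Alexa 594-labeled) in 100 mM sodium acetate pH 7 with 20 uM heparin, 6 hr at 37 C. ThT 30 uM added, 1 hr ambient; Alexa 594 FP and total fluorescence read at 555/632 nm.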
TR SRC2 fluor cs: alters Texas Red total fluorescence, flagging assay interference | Potency, µM (doses to about 106 µM), for the others: at the top dose fluorescence change, negative = quenching | TRb/SRC2 Texas Red total fluorescence interference | 280,000 compounds, 0.29% hits | AID 1479; active means well fitted curve in either direction with a large enough effect; inconclusive means small, poorly fitted or top-dose-only effect
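Flags fluorescent or light-absorbing compounds by total fluorescence, S + 2P, at 555 nm excitation and 632 nm emission. Mixture: 20 nM Texas Red SRC2 peptide, 0.6 uM human TRb LBD, 1 uM T3, 5% DMSO; compound exposure 5 h at ambient temperature.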
TRb-SRC2 inh: TRbeta-SRC2 interaction inhibition | P10828 | TRbeta-SRC2 peptide binding, fluorescence polarization; receptor liganded with 1 µM T3 | Potency, µM (highest dose often 106 µM), for inactives: at the top dose activity change, negative = inhibition, hits mostly inhibitors | 280,000 compounds, 0.065% hits | AID 1469;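 further: plate controls were bound peptide for no effect and peptide without receptor for full effect; nearly all actives have a fitted effect of over 50% in size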
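Read-out is fluorescence polarization (555 nm excitation, 632 nm emission) of a Texas Red SRC2 coactivator peptide; loss of signal reflects blocked binding to human TRb ligand-binding domain in the presence of 1 uM T3.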
L3MBTL1 block: L3MBTL1 (human) inhibition. Q9Y468. AlphaScreen L3MBTL1–H3K9me1 peptide binding. Potency, µM (titrated, usually from 57.1 µM), for inactives: at the highest dose activity, negative = inhibition, most hits filed as inhibitors. 230,000 compounds, 0.66% hits; further: nearly all actives have a fitted effect of over 60% in size
Target sequence (Q9Y468 whole entry, looked up): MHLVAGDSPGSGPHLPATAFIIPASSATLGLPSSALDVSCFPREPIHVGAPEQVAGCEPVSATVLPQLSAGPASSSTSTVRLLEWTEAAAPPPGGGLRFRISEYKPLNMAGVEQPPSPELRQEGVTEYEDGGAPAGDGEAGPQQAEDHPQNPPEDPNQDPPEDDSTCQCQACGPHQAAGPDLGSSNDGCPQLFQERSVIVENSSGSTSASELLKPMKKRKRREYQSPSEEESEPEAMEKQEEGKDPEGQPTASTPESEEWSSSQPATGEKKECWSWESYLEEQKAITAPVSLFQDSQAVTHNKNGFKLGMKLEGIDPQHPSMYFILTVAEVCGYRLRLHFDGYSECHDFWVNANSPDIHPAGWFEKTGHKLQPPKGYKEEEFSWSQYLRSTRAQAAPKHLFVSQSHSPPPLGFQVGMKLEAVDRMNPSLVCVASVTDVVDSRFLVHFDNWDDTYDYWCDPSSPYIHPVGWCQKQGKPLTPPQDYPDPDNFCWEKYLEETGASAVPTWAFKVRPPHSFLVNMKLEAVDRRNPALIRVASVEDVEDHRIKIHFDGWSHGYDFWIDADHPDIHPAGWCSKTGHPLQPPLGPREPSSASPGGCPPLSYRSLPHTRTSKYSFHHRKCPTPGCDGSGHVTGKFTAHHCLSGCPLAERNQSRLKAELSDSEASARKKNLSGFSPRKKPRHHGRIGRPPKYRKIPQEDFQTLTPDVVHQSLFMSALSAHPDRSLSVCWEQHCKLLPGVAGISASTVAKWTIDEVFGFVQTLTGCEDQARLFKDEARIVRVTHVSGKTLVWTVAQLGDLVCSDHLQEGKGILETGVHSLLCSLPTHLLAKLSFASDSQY
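Read-out is AlphaScreen signal from streptavidin donor and nickel chelate acceptor beads (10 ug/mL final each) bridging L3MBTL1 (50 nM) and biotinylated K9-monomethylated H3(1-15) peptide (75 nM), after 30 min compound exposure at room temperature.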
* marks the source's active call; other numbers are inactive results; ? = inconclusive; . = no result given; [ ] = another dose, or the depositor's remark. Unless noted, the call rests on the fitted dose curve; in most records, active means well fitted curve in the direction sought with a large enough effect; inconclusive means small, poorly fitted or top-dose-only effect, or another doubt; inactive means no such curve, though single readings can be large; an effect the other way counts as inactive or inconclusive. Unless noted, on the % scale 0 is the no-effect control and ±100 the full control effect; potency means the concentration at half of the fitted maximal effect.

no. | compound | Tau fibril FP | ALDH1A1 block | Tau ThT inhib | aGal spleen mod | Tau fluor cs | TR SRC2 fluor cs | TRb-SRC2 inh | L3MBTL1 block
1 | CSc1nn(Cc2ccc(F)cc2)c(N(C(C)=O)C(C)=O)c1S(=O)(=O)c1ccccc1 | ? | . | ? | . | -14% | -24% | 5% | .
2 | Cc1ccc2nc(-c3ccc(NC(=O)CN4CCN(c5ccccn5)CC4)cc3)sc2c1 | -3% | . | -10% | 1% | -18% | -3% | -2% | -23%
3 | CC(NCC1(N2CCOCC2)CCCCC1)C(=O)N1CCc2ccccc21 (centres undefined) | -7% | 0% | -10% | 0% | -10% | -3% | 6% | .
4 | CNC(=O)C1(CC(C)C)C=CCN1C(=O)c1ccccc1 (centres undefined) | 1% | -1% | -2% | 7% | -4% | -3% | 2% | .
5 | CC(C)(C)c1nc(SCC(=O)Nc2nc3c(s2)CCCC3)c2ccccc2n1 | 5% | 4% | -11% | 2% | -22% | 0% | -4% | -5%
6 | COc1ccc(C(=O)N2CC3(CC(c4cccc(NC(=O)COc5ccc(Cl)cc5)c4)=NO3)C[C@@H]2C(N)=O)cc1 (some centres undefined) | -5% | . | ? | 11% | ? | -2% | 2% | .
7 | CCC(C)NS(=O)(=O)c1ccc(NC(=O)CCC2CCCCC2)cc1 (centres undefined) | 1% | 8% | 8% | -3% | -3% | 0% | 4% | 6%
8 | CC1=NN2C(=N)/C(=C\c3cc(C)n(Cc4ccccc4)c3C)C(=O)N=C2S1 | 7% | . | ? | 7% | -19% | -1% | 1% | -6%
9 | CCc1ccc(NC(=O)Cn2c(=O)n(CC3CCCO3)c(=O)c3cc(OC)c(OC)cc32)cc1 (centres undefined) | -4% | . | -9% | . | ? | -1% | -8% | .
10 | C/C=C(\C)C(=O)OC1[C@@H]2C=C3C4CC(=O)OC(c5ccoc5)[C@]4(C)CCC3[C@@](C)(C2=O)C(C(O)C(=O)OC)C1(C)C (some centres undefined) | -13% | -5% | -13% | 1% | -10% | 0% | 0% | .
11 | CN(Cc1ccc(F)cc1)Cc1nc(CCc2ccccc2)no1 | 4% | -3% | 8% | -5% | 4% | -12% | -13% | 94%[activator]
12 | CCNC(=S)N(CCc1cccc(C)c1)Cc1cc2cc(OC)c(OC)cc2[nH]c1=O | -14% | ? | ? | 8% | ? | -6% | -7% | -3%
13 | CCn1c(NC(=O)c2ccc(COc3ccc(C)cc3[N+](=O)[O-])o2)nc2ccccc21 | -15% | 11% | ? | 6% | ? | -1% | 2% | .
14 | CCc1ccc2c(c1)C(C)=CC(C)(C)N2 | 11% | ? | -5% | 8% | -1% | -2% | -18% | .
15 | O=C(O)CC1S/C(=N/N=C/C=C/c2ccccc2[N+](=O)[O-])NC1=O (centres undefined) | 4% | 7% | -15% | -1% | -6% | -4% | -5% | 9%
16 | Nn1c(Cc2cccc3ccccc23)nnc1SCCOc1ccc(F)cc1 | 0% | 9% | -16% | 3% | -13% | 0% | -7% | 0%
17 | COc1ccc(N2CCN(C(=O)CCS(=O)(=O)c3cc(Br)cc4c3N(C(=O)C3CC3)CC4)CC2)cc1 | 6% | . | ? | . | -24% | 0% | 2% | .
18 | COc1ccccc1OCC(=O)Nc1nnc(-c2ccco2)s1 | 3% | 7.1µM* | ? | 9% | -7% | -11% | -3% | -12%
19 | COc1ccc(NC(=O)CCS(=O)(=O)c2nc(-c3ccc4c(c3)OCO4)cc(C(F)(F)F)n2)cc1 | 5% | . | -2% | . | -9% | -2% | -8% | .
20 | COc1ccc(NS(=O)(=O)c2ccc3c(c2)C(C(C)C)C(=O)N3)cc1 (centres undefined) | -5% | . | 0% | . | -12% | -6% | 4% | .
21 | O=C(Cn1cc(C(=O)C(F)(F)F)c2cc(Br)ccc21)N1CCOCC1 | -1% | 5% | 4% | -6% | 1% | -1% | 5% | 0%
22 | CC(C)CC(c1nnnn1C1CCCCC1)N1CCN(c2ncccn2)CC1 (centres undefined) | -5% | ? | 6% | ? | -1% | -2% | 5% | -8%
23 | CC(C)c1ccc(S(=O)(=O)NCc2nc3cccnc3n2Cc2ccc(F)cc2)cc1 | -7% | . | 1% | . | -16% | -2% | 2% | .
24 | Oc1ccc(-c2csc(-c3cccnc3)n2)cc1O | 11% | . | . | 1% | ? | -7% | 4% | .

Taken from the entries so far, eleven compounds:
no. | compound | Tau fibril FP | ALDH1A1 block | Tau ThT inhib | aGal spleen mod | Tau fluor cs | TR SRC2 fluor cs | TRb-SRC2 inh | L3MBTL1 block
14 | CCc1ccc2c(c1)C(C)=CC(C)(C)N2 | 11% | ? | -5% | 8% | -1% | -2% | -18% | .
15 | O=C(O)CC1S/C(=N/N=C/C=C/c2ccccc2[N+](=O)[O-])NC1=O (centres undefined) | 4% | 7% | -15% | -1% | -6% | -4% | -5% | 9%
16 | Nn1c(Cc2cccc3ccccc23)nnc1SCCOc1ccc(F)cc1 | 0% | 9% | -16% | 3% | -13% | 0% | -7% | 0%
17 | COc1ccc(N2CCN(C(=O)CCS(=O)(=O)c3cc(Br)cc4c3N(C(=O)C3CC3)CC4)CC2)cc1 | 6% | . | ? | . | -24% | 0% | 2% | .
18 | COc1ccccc1OCC(=O)Nc1nnc(-c2ccco2)s1 | 3% | 7.1µM* | ? | 9% | -7% | -11% | -3% | -12%
19 | COc1ccc(NC(=O)CCS(=O)(=O)c2nc(-c3ccc4c(c3)OCO4)cc(C(F)(F)F)n2)cc1 | 5% | . | -2% | . | -9% | -2% | -8% | .
20 | COc1ccc(NS(=O)(=O)c2ccc3c(c2)C(C(C)C)C(=O)N3)cc1 (centres undefined) | -5% | . | 0% | . | -12% | -6% | 4% | .
21 | O=C(Cn1cc(C(=O)C(F)(F)F)c2cc(Br)ccc21)N1CCOCC1 | -1% | 5% | 4% | -6% | 1% | -1% | 5% | 0%
22 | CC(C)CC(c1nnnn1C1CCCCC1)N1CCN(c2ncccn2)CC1 (centres undefined) | -5% | ? | 6% | ? | -1% | -2% | 5% | -8%
23 | CC(C)c1ccc(S(=O)(=O)NCc2nc3cccnc3n2Cc2ccc(F)cc2)cc1 | -7% | . | 1% | . | -16% | -2% | 2% | .
24 | Oc1ccc(-c2csc(-c3cccnc3)n2)cc1O | 11% | . | . | 1% | ? | -7% | 4% | .

Later entries.
no. | compound | Tau fibril FP | ALDH1A1 block | Tau ThT inhib | aGal spleen mod | Tau fluor cs | TR SRC2 fluor cs | TRb-SRC2 inh | L3MBTL1 block
25 | Cc1cccc(C)c1-n1nnnc1-c1cnccc1C(F)(F)F | -6% | 20µM* | 1% | -5% | -5% | -1% | 9% | 0%
26 | COc1ccc(C(=O)Nc2cc(C)c3c(=O)oc4ccccc4c3n2)cc1 | -5% | -1% | ? | 1% | -8% | 1% | 4% | -5%
27 | COc1ccc(-c2nc(NC(=O)Cn3ccc(C(F)(F)F)n3)sc2C)cc1 | ? | 3% | -26% | 7% | ? | 3% | 7% | .
28 | COC(=O)c1ccc2c(=O)n(CCCN3CCCC3=O)c(=S)[nH]c2c1 | 1% | ? | -14% | 7% | -10% | -1% | 8% | 10%
29 | CN(C(=O)CSc1nc2c(cnn2-c2ccccc2)c(=O)[nH]1)C1CCS(=O)(=O)C1 (centres undefined) | 8% | -7% | -5% | -5% | -7% | -1% | 7% | 1%
30 | CC(=O)Oc1ccc(N2C(=O)CCC2=O)cc1 | 1% | -4% | -5% | ? | 1% | -5% | -20% | .
31 | CCCCCn1c(CCCNC(=O)c2ccccc2)nc2ccccc21 | 0% | . | -7% | . | -10% | 0% | -9% | .
32 | COc1ccc(CN2COc3ccc4c(oc(=O)c5ccccc54)c3C2)cc1OC | -14% | . | ? | . | -19% | -1% | 9% | .
33 | CCOC(=O)N1CCN(S(=O)(=O)c2cc(Br)cc3c2N(C(C)=O)C(C)C3)CC1 (centres undefined) | -3% | 7% | -4% | 10% | 2% | 2% | -9% | -1%
34 | CC(=O)N1CCN(S(=O)(=O)c2ccc(S(=O)(=O)NC3CC3)cc2)CC1 | -1% | 3% | 6% | -3% | -1% | -2% | -3% | 0%
35 | COc1oc(-c2ccccc2C)nc1C(F)(F)F | -8% | 5% | 3% | -2% | -6% | -1% | -19% | 1%
36 | C/C(=N\NC(=O)C(=O)Nc1cc(C)ccc1C)c1ccncc1 | 1% | . | -16% | 10% | -8% | -7% | 0% | 2%
37 | CCC(=O)N(CCc1ccc(S(N)(=O)=O)cc1)C1CC(=O)N(c2ccc(OC)cc2)C1=O (centres undefined) | -3% | ? | ? | 0% | -19% | -3% | 3% | 0%
38 | Cc1ccc(Cl)cc1NC(=O)COC(=O)C1CCCC1 | 3% | 11% | -9% | 7% | -2% | 3% | -5% | 15%
39 | COc1ccc(Br)cc1/C=N/NC(=O)CN1CCN(Cc2ccccc2)CC1 | 1% | ? | -8% | 1% | -8% | -2% | 1% | -20%
40 | O=c1oc2cc([N+](=O)[O-])ccc2nc1/C=C(O)/C=C/c1ccccc1 | ? | . | . | 9% | ? | -1% | 4% | .
41 | O=C(Nc1ccc(Br)cc1)C1CCCN1S(=O)(=O)c1ccc(F)cc1 (centres undefined) | -4% | . | 10% | . | -15% | 4% | -5% | .
42 | CSc1cccc(Nc2cc(C(=O)NCCc3ccc(Cl)cc3)c3ccccc3n2)c1 | ? | . | -11% | . | 3.5µM*[quencher] | 1% | 1% | .
43 | CCCOc1ccc(/C=C/C(=O)NCc2ccccc2)cc1 | -1% | 8% | 1% | 2% | 3% | 0% | -6% | 2%
44 | CCOc1ccc(S(=O)(=O)N(C)c2ccc(OCC(=O)OCc3c(C)noc3C)cc2)cc1 | 5% | ? | -14% | 0% | -17% | 3% | 0% | -6%
45 | Cc1ccc2nc(C)cc(Nc3ccc([N+](=O)[O-])cc3)c2c1 | -4% | 2% | -20% | 1% | ? | -1% | 6% | .
46 | C#CC1CN(Cc2ccccc2)CC(C#C)N1C (centres undefined) | -11% | 15% | 0% | 4% | -3% | -3% | -10% | 6%
47 | CCCCCCn1ccc(=N)cc1 | -6% | -4% | 10% | 15% | 3% | -4% | -5% | 1%
48 | COC(=O)CCc1c(C)nc(N)[nH]c1=O | 5% | 3% | -5% | 5% | 2% | 0% | 0% | .
49 | O=C(O)c1cc(-n2nnnc2SCc2ccccc2F)ccc1Cl | -1% | 10µM* | -4% | -3% | -2% | -6% | -9% | -7%

An unsorted share of the library, and some 8.5% of all compounds hit somewhere here.
